SKN-1 block = suppressors of acrylamide-induced Pgst-4::GFP reporter in worms, primary screen, SKN-1 inhibitor project, whole organism, uHTS, GFP/RFP fluorescence ratio, strain VP596; C. elegans VP596 Pgst-4::GFP/RFP ratio, 24 h; inhibition, % at 21.8 µM; hit rate 0.49% among 360,000; AID 624304, 2012;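 active means interference check ratio from 0.5 to 1.5 plus GFP to RFP signal ratio inhibition reaching or exceeding a fixed threshold, cut at about 30% in these data, passing the limit was not always enough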; further: some compounds called inactive have numbers as strong as hits
MT1-MMP act inh = blockers of MT1-MMP proenzyme processing, primary screen, HT1080 RFP-PRO-GFP cells, GFP/RFP fluorescence | GFP/RFP ratio fluorescence, overnight; percent of plate control window, DMSO zero | GFP/RFP ratio change, % at 20 µM | hit rate 0.061% among 360,000;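 active means GFP/RFP ratio change of at least 30% with cell ATP level not reduced by more than half and red fluorescence within 50% of control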; further: strong numbers were not always called active
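Compound: 20 µM single dose, 1% DMSO / System: HT1080 RFP-PRO-GFP cells / Controls: DMSO and RFP-L50D-GFP cell wells / Read-out basis: GFP/RFP fluorescence ratio / Schedule: overnight compound exposure at 37 °C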
FAS-TE inh = FAS thioesterase domain inhibitors, primary screen, biochemical, fluorescence intensity, uHTS. Fatty acid synthase (Homo sapiens), P49327. hit rate 0.67% among 360,000. inhibition, % at 15 µM. recombinant FAS-TE, OMFH fluorogenic substrate, fluorescence endpoint;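 active means compounds whose normalised, plate-corrected inhibition of enzyme fluorescence in the single-dose primary screen is 50% or more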;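 further: 0% = DMSO with enzyme and 100% = substrate without enzyme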
MLLE-PAM2 inh = inhibitors of PABP1 MLLE–PAM2 peptide binding, primary screen, biochemical, fluorescence polarization, FITC-PAM2, GST-MLLE. Polyadenylate-binding protein 1 (Homo sapiens), P11940. inhibition, % at 20 µM. hit rate 0.36% among 360,000; in the data active means inhibition above about 35%, passing the limit was not always enough;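 further: plate controls were DMSO wells with GST-MLLE for no effect and wells lacking GST-MLLE protein for full effect; some results filed as inactive read as strong as hits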
E coli Lon inh = inhibitors of E. coli Lon protease, primary screen, biochemical, fluorescence polarization; inhibition, % at 7.94 µM; hit rate 0.42% among 360,000; purified E. coli Lon protease; AID 602123, 2011; P0A9M0; in the data active means inhibition above about 13%, passing the limit was not always enough;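 further: 0% = enzyme with probe and DMSO and 100% = no enzyme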
MsrA inh = bovine MsrA enzyme inhibitors, primary screen, biochemical, absorbance, HTS | Methionine sulfoxide reductase A (Bos taurus) | hit rate 0.75% among 360,000 | purified bovine MsrA, absorbance read-out | inhibition, % at 15.5 µM; in the data active means inhibition above about 4.5%;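 further: 0% = vehicle wells with enzyme and 100% = reference inhibitor wells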
MsrA act = bovine MsrA enzyme activators, primary screen, biochemical, absorbance, HTS. Methionine sulfoxide reductase A (Bos taurus). purified bovine MsrA, absorbance read-out. activation, % at 10.6 µM. hit rate 0.3% among 360,000. AID 602163, 2012; in the data active means activation above about 7.5%;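 further: 0% = vehicle and 100% = reference activator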
CendR NRP1 mod = modulators of CendR peptide binding to NRP-1, primary screen, biochemical, fluorescence polarization, uHTS; Neuropilin-1 (Homo sapiens), O14786; FAM-RPARPAR peptide binding to NRP-1; inhibition, % at 25 µM; hit rate 0.85% among 360,000;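 active means inhibition or corrected inhibition above about 18%, plus a signal ratio from 0.5 to 1.5, limit read from the data, passing the limit was not always enough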; further: strong numbers were not always called active
Tb MetRS inh = T. brucei MetRS inhibitors, primary screen, biochemical, luminescence; inhibition, % at 11.9 µM; AID 624268, 2012; purified T. brucei MetRS, ATP depletion, Kinase-Glo luminescence; methionyl-tRNA synthetase (Trypanosoma brucei brucei); hit rate 0.4% among 360,000;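 active means inhibition above a per-plate cutoff of the control wells' mean inhibition plus 3 SD, cut at about 5.5% in these data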;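 further: 0% = DMSO wells median and 100% = median of wells with control inhibitor compound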
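Dosing: 11.9 µM single point; system: parasite MetRS enzyme; technique: luminescence of leftover ATP; times: 15 min enzyme-compound preincubation, 2 h reaction, 10 min detection, 25 °C; replicates: each compound tested once; read-out basis: percent inhibition relative to median high and low control wells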
* marks the source's active call; other numbers are inactive results; & = joins results of further samples.

SMILES	SKN-1 block	MT1-MMP act inh	FAS-TE inh	MLLE-PAM2 inh	E coli Lon inh	MsrA inh	MsrA act	CendR NRP1 mod	Tb MetRS inh
COc1ccc(OCC(=O)Nc2cc(NC(=O)c3ccco3)ccc2OC)cc1	8	-3	3	1	-11	1.3	-2	-3	-0.3
O=C1CCC(C(=O)NCCN2C(=O)S/C(=C\c3cccnc3)C2=O)=NN1	3	-2	-1	20	3	1.3	-1	0	-0.4
O=C(COc1ccc(/C=N/NC(=O)c2ccc(O)cc2)cc1)Nc1cccc([N+](=O)[O-])c1	-7	1	-3	0	-2	2.5	-9	-4	-0.2
Cc1ccccc1Cn1c(=O)c2c(nc3n2CCCN3Cc2ccccc2)n(C)c1=O	-5	3	12	-5	6	-0.3	-9	3	-1.5
CN(Cc1ccccc1)C(=O)COc1ccccc1	-4	3	-6	-14	3	0.8	-3	10	0.2
C=CCn1c(C(C)NC(=O)CCC)nc2ccccc21 (stereo not given)	1	-1	-3	-1	2	-0.4	-6	-6	-0.6
Cc1cc2c(cc1S(=O)(=O)N1CCc3ccccc31)NC(=O)CO2	-1	0	2	-5	-3	-1.4	-10	1	-1.3
COc1ccc(-n2nc(C(=O)NCc3ccco3)c3c4ccccc4n(C)c3c2=O)cc1Cl	0	1	2	-1	0	2.1	1	2	0.0
CC(=O)Nc1cccc(-c2ccnc3c2CC(C(=O)Nc2ccc(Cl)cc2)O3)c1 (stereo not given)	14	-1	4	4	-6	0.3	0	-2	0.9
CC(NC(=O)c1ccc2c(c1)OCCO2)c1ccc(S(N)(=O)=O)cc1 (stereo not given)	5	2	-5	-5	-6	0.3	-11	-6	-2.0
COc1ccc(S(=O)(=O)NC2(C(F)(F)F)NC(=O)N(CCc3ccccc3)C2=O)cc1 (stereo not given)	11	-2	-1	10	-3	-0.9	-1	4	-0.1
O=[N+]([O-])c1ccc(-n2cc(-c3ccccc3)nn2)cc1	16	3	3	3	-16	0.7	-2	0	-2.0
O=C(CSc1nc2ccccc2[nH]1)NCC1CCCO1 (stereo not given)	5	1	-8	-6	-5	-2.1	-6	-1	-0.4
CCOc1ccccc1N1CCN(C(=O)c2ccncc2)CC1	6	7	-12	13	-1	0.4	-13	43*	-1.5
Cc1ccccc1NC(=O)/C(=C/c1ccco1)c1ccccc1	-21	-1	9	6	2	0.7	-4	-8	-0.4
CCCc1nn2c(=O)c(C(c3cccc(Cl)c3)c3c(O)nc4sc(CCC)nn4c3=O)c(O)nc2s1	8	-1	10	-15	10	0.2	-4	-45	0.2
Nc1c(C(=O)OCC(=O)Nc2ccccc2Br)[nH]c(=O)[nH]c1=O	3	1	-2	-1	2	-0.2	-1	7	-0.3
Cc1cc(C)c(NC(=O)COC(=O)COc2ccc3c(C)cc(=O)oc3c2)c(Cl)c1	20	0	-3	-7	-6	-0.6	-2	3	-0.1
COc1cc2c(cc1OC)C(COc1ccccc1OC)N(C(=O)C(C)(C)C)CC2 (stereo not given)	7	2	4	3	-2	-1.6	-3	-1	-0.5
O=C(NNC(=O)C1CCN(c2ncccn2)CC1)c1ccc(Cl)cc1	-4	-2	-7	0	-4	0.2	-6	-3	-0.2
Cc1ccccc1-n1nc2c(c1NC(=O)CCCl)CSC2	-4	1	-3	2	-11	-0.9	-1	-2	-0.8
CCc1nc2ccc(C(=O)N(C)CCCN(C)C)cn2c1N(C)Cc1cc2ccccc2s1	3	-5	-6	6	-6	-0.3	-3	3	-0.3
Cc1ccc(-n2ncc3c2CC(C)(C)CC3NC(=O)C2CCOCC2)cc1 (stereo not given)	15	1	-9	3	-18	-1.1	-1	-10	-0.4
O=C1CN(C(=O)COC(=O)C2CC(=O)N(Cc3ccco3)C2)c2ccccc2N1 (stereo not given)	-20	-1	-7	-7	7	-0.1	-4	-5	-1.2
O=S(=O)(c1ccc(F)cc1)N1CCN(c2ncnc3c2cnn3-c2ccccc2)CC1	-7	3	22	-1	1	1.2	-4	7	-1.0

Rewritten comma-delimited: entries from further up.
SMILES,SKN-1 block,MT1-MMP act inh,FAS-TE inh,MLLE-PAM2 inh,E coli Lon inh,MsrA inh,MsrA act,CendR NRP1 mod,Tb MetRS inh
O=C1CCC(C(=O)NCCN2C(=O)S/C(=C\c3cccnc3)C2=O)=NN1,3,-2,-1,20,3,1.3,-1,0,-0.4
O=C(COc1ccc(/C=N/NC(=O)c2ccc(O)cc2)cc1)Nc1cccc([N+](=O)[O-])c1,-7,1,-3,0,-2,2.5,-9,-4,-0.2
Cc1ccccc1Cn1c(=O)c2c(nc3n2CCCN3Cc2ccccc2)n(C)c1=O,-5,3,12,-5,6,-0.3,-9,3,-1.5

The results go on.
SMILES	SKN-1 block	MT1-MMP act inh	FAS-TE inh	MLLE-PAM2 inh	E coli Lon inh	MsrA inh	MsrA act	CendR NRP1 mod	Tb MetRS inh
Cc1c(Cl)cccc1NC(=O)CNC(=O)C1CC(=O)N(CCc2ccccc2)C1 (stereo not given)	0	-1	-3	3	-1	0.9	-4	13	0.0
Cc1ccc(Cn2c(NCCc3ccccc3)nc3c2c(=O)n(C)c(=O)n3C)cc1	8	-14	27	-4	-6	-0.1	3	-6	-0.4
COc1ccc(-c2ccc(CN3C(C)C(=O)N(Cc4cn(CCC5OCCO5)nn4)CCS3(=O)=O)cc2)cc1OC (stereo not given)	4	-1	-3	10	1	-0.3	-3	-11	-0.3
CC(=O)c1ccc(NC(=O)CCc2nc3sc4c(c3c(=O)[nH]2)CCCC4)cc1	-9	-4	2	-36	-34	2.6	-1	-33	-0.2
NS(=O)(=O)c1ccc(NC(=O)COc2ncnc3c2cnn3-c2ccccc2)cc1	4	-4	4	-24	-2	0.2	0	-17	0.3
CCc1ccc(NC(=S)NCc2ccccc2)cc1	-5	6	0	-37	2	-0.2	-4	-14	0.2
O=C(CCc1cccc(Cl)c1)NC1CCCN(Cc2ccccc2F)C1 (stereo not given)	21	-2	2	0	-7	-0.3	-2	-1	-0.1
Cn1cc(S(=O)(=O)CC(=O)Nc2ccc3c(c2)OCO3)c2ccccc21	-5	20	-2	4	-4	0.8	-1	1	-0.5
COc1cccc2cc(C(=O)C3=C(O)C(=O)N(CCN(C)C)C3c3ccc(F)cc3)oc12 (stereo not given)	5	4	-2	14	7	2.1	-3	1	-0.2
C[C@]12CCC(=O)C[C@@H]1CC[C@@H]1[C@@H]2CC[C@]2(C)[C@@H](C(=O)COC(=O)CCC(=O)O)CC[C@@H]12	0&3	2&-1	-5&-6	-6&2	-5&-1	2.0&2.2	-3&-3	-2&-9	1.5&-0.9
Cc1cc(Cl)c(S(=O)(=O)N2CCN(c3ccc(F)cc3)CC2)cc1OCC(=O)NC1CCCCC1	6	-7	28	-16	1	0.1	-9	-4	-1.2
CCc1n[nH]c(=S)n1/N=C/c1ccccn1	22	3	-4	-31	7	0.6	-1	4	-0.9
Cc1onc(-c2ccccc2Cl)c1C(=O)NNC(=O)c1nn(C)cc1Cl	15	-1	-1	-12	-2	0.6	-1	-2	1.8
O=C(O)c1ccc(N2CC3CC(C2)c2cccc(=O)n2C3)c(NC(=S)Nc2ccc(Cl)cc2Cl)c1 (stereo not given)	16	1	1	20	-2	0.1	-3	-3	0.0
CCOC(=O)c1c(NC(=O)CSc2nc3ccccc3o2)sc(C)c1C	15	2	27	19	3	0.4	-2	-13	0.0
CCOC(=O)c1sc(-c2ccc(Cl)cc2)nc1O	-11	-2	-4	11	5	-0.1	1	8	-0.3
Cn1c(=O)c2c(ncn2CC(=O)OCC(=O)Nc2sccc2C(N)=O)n(C)c1=O	-18	3	-5	0	-16	-1.4	3	1	0.2
O=C(CSc1ccc(F)cc1)Nc1ccccc1Br	4	-1	1	-5	15	1.2	-3	9	-1.0
Clc1ccc(CSc2nnc([C@@H]3CCCN3)o2)cc1Cl	0	-1	-2	-6	-3	0.2	-5	13	-0.5
Cc1cccc(N=C2CSC(=O)N2)c1	-5	-1	-2	19	-4	0.0	-4	-4	-0.1
COC(=O)[C@H]1C[C@@]2(O)CN(S(=O)(=O)c3ccc(C)cc3)C[C@@]2(OC(=O)NCc2ccccc2)C[C@H]1C(=O)OC	-3	3	-8	9	-2	2.5	-6	-7	0.2
COc1ccc(OC)c(N2CC(O)(c3ccccc3)[N+]3=C2SCCC3)c1 (stereo not given)	-4	1	1	9	-3	-0.7	-7	-1	-0.2
CN(CCC#N)C(=O)COC(=O)c1ccc(Cl)cc1O	5	3	-2	-7	-10	1.1	-2	12	0.0
CC(=O)Nc1ccc(S(=O)(=O)N(C)CC(=O)N2CCN(C(=O)c3ccco3)CC2)cc1	-1	-5	-8	12	-15	-0.3	-1	14	0.3
Cc1cc(N2CCOCC2)nc2ccc(NC(=S)N3CCCCC3C)cc12 (stereo not given)	7	4	-4	-14	6	0.8	-9	-6	-0.8
O=C(COC(=O)c1ccco1)c1ccccc1	10	1	-2	-7	17	1.6	-1	0	-0.2
CC(C)(C)n1nnnc1C(c1cccnc1)N1CCN(c2ccccc2)CC1 (stereo not given)	-2	-2	0	9	-4	0.2	1	0	-0.1
CN(C1CCCCC1)S(=O)(=O)c1ccc(NC(=O)Cn2nc(-c3ccc(F)cc3)ccc2=O)cc1	1	8	29	6	7	-0.2	-3	-3	-0.1

Of the compounds above, these contain a COOH group.
SMILES	SKN-1 block	MT1-MMP act inh	FAS-TE inh	MLLE-PAM2 inh	E coli Lon inh	MsrA inh	MsrA act	CendR NRP1 mod	Tb MetRS inh
C[C@]12CCC(=O)C[C@@H]1CC[C@@H]1[C@@H]2CC[C@]2(C)[C@@H](C(=O)COC(=O)CCC(=O)O)CC[C@@H]12	0&3	2&-1	-5&-6	-6&2	-5&-1	2.0&2.2	-3&-3	-2&-9	1.5&-0.9
O=C(O)c1ccc(N2CC3CC(C2)c2cccc(=O)n2C3)c(NC(=S)Nc2ccc(Cl)cc2Cl)c1 (stereo not given)	16	1	1	20	-2	0.1	-3	-3	0.0

Pulled by structure from above (3):
SMILES	SKN-1 block	MT1-MMP act inh	FAS-TE inh	MLLE-PAM2 inh	E coli Lon inh	MsrA inh	MsrA act	CendR NRP1 mod	Tb MetRS inh
Cn1cc(S(=O)(=O)CC(=O)Nc2ccc3c(c2)OCO3)c2ccccc21	-5	20	-2	4	-4	0.8	-1	1	-0.5
CCc1ccc(NC(=S)NCc2ccccc2)cc1	-5	6	0	-37	2	-0.2	-4	-14	0.2
O=C(CSc1ccc(F)cc1)Nc1ccccc1Br	4	-1	1	-5	15	1.2	-3	9	-1.0

Compound profiles (already shown). Screens in order: SKN-1 block | MT1-MMP act inh | FAS-TE inh | MLLE-PAM2 inh | E coli Lon inh | MsrA inh | MsrA act | CendR NRP1 mod | Tb MetRS inh
Record of `O=C(O)c1ccc(N2CC3CC(C2)c2cccc(=O)n2C3)c(NC(=S)Nc2ccc(Cl)cc2Cl)c1` (stereo not given) → 16 | 1 | 1 | 20 | -2 | 0.1 | -3 | -3 | 0.0
Record of `O=C(COC(=O)c1ccco1)c1ccccc1` → 10 | 1 | -2 | -7 | 17 | 1.6 | -1 | 0 | -0.2

High-throughput results as filed in PubChem BioAssay.
